IL1B NFkB inh: inhibitors of IL-1B driven NFkB p65 nuclear import, primary screen, imaging, HUVEC, IL-1B stimulus, high-content imaging; HUVEC IL-1B NFkB p65 nuclear translocation imaging; 94,000 compounds, 0.43% hits; inhibition, % at 2 µM;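 active = inhibition above about 30% together with a positive call from visual inspection of the well image, limit read from the data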;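 also: nuclear over cytoplasmic p65 intensity ratio measured by imaging; 0% = IL-1B stimulated DMSO wells and 100% = unstimulated DMSO wells; values of inactives mirror those of a sister screen read the other way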
NFkB transloc pot: enhancers of NFkB p65 translocation in HUVEC – imaging, IL-1B stimulus, high-content imaging, primary screen | HUVEC IL-1B NFkB p65 nuclear translocation imaging | activation, % at 2 µM | 94,000 compounds, 0.3% hits | AID 819, 2007;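 active = activation above 40%, about the mean plus 3 SD, also judged a hit on visual image review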;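 also: percent activation is computed from the nuclear over cytoplasmic p65 intensity ratio; values of inactives mirror those of a sister screen read the other way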
Bcl-B displacement: displacers of TR3 peptide from Bcl-B, primary screen, selectivity assay for Bfl-1 inhibitor project, biochemical, fluorescence polarization. 96,000 compounds, 0.11% hits. displacement, % at 20 µM, or IC50 in µM where a hit was titrated. AID 748, 2007. FP displacement of FITC-TR3 peptide from Bcl-B; higher % means a stronger effect;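 active = displacement above 50% at 20 µM plus a fluorescence interference ratio under 1.5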;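 also: plate controls were wells without compound for no effect and wells lacking Bcl-B protein for full effect; a part of the inactive calls stands beside numbers as strong as those of hits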
MRP resist rev: reversal of MRP1-mediated doxorubicin resistance, primary screen, H69AR cells, doxorubicin co-treatment. H69AR cells + 2 uM doxorubicin, CellTiter-Glo, 72 h. differential viability (reversal), % at 10 µM. 85,000 compounds, 0.04% hits. AID 602, 2007;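 active = viability drop by adding the cancer drug above about 55%, with treated viability meeting a 40% cutoff, limit read from the data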;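 also: viability without doxorubicin minus viability with 2 µM doxorubicin for each compound; larger differential means the compound sensitizes cells more to doxorubicin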
PLAP inhibitors HTS: PLAP enzyme inhibitors, biochemical, luminescence, HTS (AID 690). Alkaline phosphatase, placental type (Homo sapiens). purified PLAP, luminescent substrate; higher % means a stronger effect. inhibition, % at 20 µM; hits with a dose series show IC50 in µM. 96,000 compounds, 0.08% hits; in the data active = a potency from the dose series; inactive = the rest, 99 in 100 with inhibition below about 30%; also: strong numbers were not always called active
MRP resist rev cytotoxicity: recorded beside MRP resist rev, whose call it bears; viability, %; H69AR cells, CellTiter-Glo, 72 h; measured here: cytotoxicity without doxorubicin
MRP resist rev with doxorubicin: further read-out of MRP resist rev, marked with its call; viability, %; measured here: viability with 2 uM doxorubicin; hits give low values
IL1B NFkB inh cell count 2 µM: further read-out of IL1B NFkB inh, marked with its call; cell count; measured here: cells passing quality filter;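 raw number of nuclei counted in each imaged well without normalization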
NFkB transloc pot cell count 2 µM: recorded beside NFkB transloc pot, whose call it bears; cell count; measured here: cells passing quality filter
An asterisk follows results filed as active; nt = no result given.

SMILES	IL1B NFkB inh	IL1B NFkB inh cell count 2 µM	NFkB transloc pot	NFkB transloc pot cell count 2 µM	Bcl-B displacement	MRP resist rev	MRP resist rev cytotoxicity	MRP resist rev with doxorubicin	PLAP inhibitors HTS
COc1ccc(N(C(=O)c2ccco2)C(C(=O)NC2CCCCC2)c2ccccc2)cc1 (stereo not drawn)	-4	113	4	113	nt	15	86	71	nt
Cc1ccc(-c2cc(C(F)(F)F)n3ncc(C(=O)O)c3n2)cc1	5	123	-5	123	nt	-10	90	100	nt
O=C(NCc1ccco1)C1CCN(c2ccc(N3CCOCC3)nn2)CC1	-18	65	18	65	nt	4	84	80	nt
CS(=O)(=O)CCC(C(=O)N1CCOCC1)N1C(=O)c2cc(Cl)c(Cl)cc2C1=O (stereo not drawn)	9	126	-9	126	nt	-13	95	109	nt
Cc1ccc(CNC(=O)c2cc3c(=O)n4cccc(C)c4nc3n(CC3CCCO3)c2=N)cc1 (stereo not drawn)	nt	nt	nt	nt	7%	-15	45	60	-42%
CCCc1cc(N2CCCC(C(=O)Nc3c(OC)cccc3OC)C2)n2ncnc2n1 (stereo not drawn)	6	174	-6	174	0%	6	43	36	-21%
COc1cccc(C(c2sc3nc(C)nn3c2O)N2CCc3ccccc3C2)c1 (stereo not drawn)	nt	nt	nt	nt	1%	9	85	76	-46%
COC(=O)c1ccc(CSc2nc3ccccc3c(=O)n2-c2ccccc2)o1	-18	151	18	151	-6%	-3	70	73	-40%
CCOc1ccc(OCc2ccc(C(=O)NCC3CCCO3)o2)cc1 (stereo not drawn)	-9	132	9	132	-1%	1	92	90	-48%
CCN(CC)C(=O)CSc1nnc(-c2cc3ccccc3cc2O)n1CC	-8	70	8	70	-12%	nt	nt	nt	-24%
CCC(=O)NC(=S)Nc1ccc(NC(=O)COc2ccc(Cl)cc2Cl)cc1	-1	174	1	174	-3%	nt	nt	nt	13%
COc1ccc(-c2nc(N)n[nH]2)cc1OC	-4	126	4	126	11%	-15	84	98	-21%
CC1(C(=O)O)CCC(C(=O)Nc2ccc(S(N)(=O)=O)cc2)C1(C)C (stereo not drawn)	9	100	-9	100	3%	1	94	94	-6%
COC(=O)CSc1nc(C2CC2)cc(C(F)(F)F)c1C#N	-11	139	11	139	6%	11	93	82	-40%
COc1ccccc1N1CCN(C(=O)c2ccc(C(C)(C)C)cc2)CC1	-15	114	15	114	-6%	12	76	65	-48%
CCCCC(=O)NC(Nc1nc(C2CC2)cs1)(C(=O)OCC)C(F)(F)F (stereo not drawn)	10	130	-10	130	0%	10	93	83	-10%
CC(=O)N1CCN(S(=O)(=O)c2cccc(C(=O)Nc3ccc4c(c3)CCC4)c2)CC1	10	134	-10	134	nt	-23	63	86	nt
Cn1c(SCc2ccc(Br)cc2)nnc1-c1cccs1	-2	188	2	188	-9%	19	99	81	33%
N#Cc1c(NC(=O)c2cc(-n3cnnc3)ccc2Cl)sc2c1CCCC2	-7	165	7	165	2%	1	76	76	0%
N/C(=N\OC(=O)Cc1ccccc1)c1cccnc1	2	133	-2	133	-3%	nt	nt	nt	15%
CCCCC(=O)Nc1sc2c(c1C(N)=O)CCC2	7	149	-7	149	7%	6	91	85	9%
O=C(NCc1ccco1)c1cccc2ccccc12	6	173	-5	173	5%	3	87	84	6%
CC(=O)Nc1ccc2c3c(cccc13)CC2	0	109	0	109	nt	nt	nt	nt	nt
Cc1cc(NC(=S)Nc2ccccc2)ccc1Br	13	118	-13	118	-7%	nt	nt	nt	-2%

Among those listed so far, 2 have bromine:
SMILES	IL1B NFkB inh	IL1B NFkB inh cell count 2 µM	NFkB transloc pot	NFkB transloc pot cell count 2 µM	Bcl-B displacement	MRP resist rev	MRP resist rev cytotoxicity	MRP resist rev with doxorubicin	PLAP inhibitors HTS
Cn1c(SCc2ccc(Br)cc2)nnc1-c1cccs1	-2	188	2	188	-9%	19	99	81	33%
Cc1cc(NC(=S)Nc2ccccc2)ccc1Br	13	118	-13	118	-7%	nt	nt	nt	-2%

Remaining list, next part.
SMILES	IL1B NFkB inh	IL1B NFkB inh cell count 2 µM	NFkB transloc pot	NFkB transloc pot cell count 2 µM	Bcl-B displacement	MRP resist rev	MRP resist rev cytotoxicity	MRP resist rev with doxorubicin	PLAP inhibitors HTS
CCOC(=O)C1CCN(C(=O)c2cccc(C(=O)N3CCC(C(=O)OCC)CC3)c2)CC1	10	106	-10	106	-7%	-3	87	90	-82%
COc1ccc(S(=O)(=O)N(Cc2cccs2)C2CCCC2)cc1	-1	145	1	145	-10%	2	64	62	11%
CC(C)CCN1C(=O)CCC1(C)C(=O)NC1CCCCCC1 (stereo not drawn)	1	81	-1	81	-6%	-3	99	102	3%
O=C(N/N=C/c1cccnc1)C(O)(c1ccccc1)c1ccccc1	-4	139	4	139	-3%	nt	nt	nt	0%
Cc1ccc(CCSCC(=O)O)cn1	-3	149	3	149	8%	-1	97	98	22%
CC1=CC(C)(C)Nc2ccc(OC(=O)c3ccco3)cc21	-3	84	3	84	4%	nt	nt	nt	1%
CC(C)OC(=O)c1c(NC(=O)c2ccco2)sc2c1CCCCC2	-18	151	18	151	1%	-7	87	94	-42%
CNc1oc(-c2ccc(C)cc2)nc1P(=O)(c1ccccc1)c1ccccc1	9	174	-9	174	-2%	nt	nt	nt	-4%
O=C(COc1ccc(Cl)cc1)OCC(=O)N1CCCCCC1	1	171	-1	171	-6%	1	101	100	-3%
Cc1cccc(NC(=O)CCn2nc(C)cc2C)c1	nt	nt	nt	nt	-6%	-2	98	100	-5%
CO/N=C(/c1nonc1N)N1CCN(c2ccc([N+](=O)[O-])cc2)CC1	-18	136	18	136	13%	nt	nt	nt	4%
COc1cc(-c2nnc(SCC(=O)OC3CCCCC3)o2)cc(OC)c1OC	-6	103	6	103	2%	1	89	88	-1%
CC1=C(C#N)C(=O)N(C)C(C)(C)C1	-15	135	15	135	12%	-5	90	95	2%
CSC1=NC2C(N1)N(C)C(=O)N2C (stereo not drawn)	2	163	-2	163	-7%	-11	89	99	10%
CN1CCN(C(=S)Nc2ccc(Cl)cc2Cl)CC1	nt	nt	nt	nt	5%	10	111	101	1%
CCCc1ccccc1OCCNC(C)=O	-11	181	11	181	-8%	-11	86	97	8%
CCOCCN1CCN(c2c(CC)c(C)nc3cc(-c4cc(OC)cc(OC)c4)nn23)CC1	11	103	-11	103	nt	12	77	65	nt
O=C1CC(c2ccco2)=Nc2ccccc2N1	-8	130	8	130	nt	4	97	93	nt
COc1cccc(/C=C2\N=C(SC)SC2=O)c1OC	nt	nt	nt	nt	-5%	6	86	79	1%
COc1cccc(C2C(C(=O)Nc3cccnc3)=C(C)Nc3nnnn32)c1OC (stereo not drawn)	-4	110	4	110	5%	19	87	68	-13%
O=C(CCCn1c(=S)[nH]c2cc3c(cc2c1=O)OCO3)N1CCN(c2ncccn2)CC1	1	87	-1	87	0%	4	89	85	-10%
Cc1ccc(Cn2nnc3c(=O)n(CC(=O)N4CCCCC4)cnc32)cc1	-23	121	23	121	-7%	4	90	87	3%
CC(c1ccccc1)N1CCn2c(nc3cc(NC(=O)c4cccs4)ccc32)C1 (stereo not drawn)	-5	127	5	127	-7%	-1	44	45	-87%
CCC(=O)N(Cc1ccco1)c1nc(-c2cc(OC)ccc2OC)cs1	-18	99	18	99	nt	-6	57	64	nt
CCn1c(=O)cc(OCC(=O)Nc2cccc(C)n2)c2ccccc21	-6	153	6	87	6%	-6	98	104	19%
O=C(c1ccccc1)c1cnc(Nc2ccccc2Cl)s1	-5	167	5	167	-2%	nt	nt	nt	0%
Cc1nc2cc(NC(=O)N3c4ccccc4CC3C)ccc2n1C (stereo not drawn)	-12	123	12	123	0%	3	82	79	-95%
COc1ccc(-c2cc(C(=O)N/N=C/c3ccc4c(c3)OCO4)c3ccccc3n2)c(OC)c1	3	124	-3	124	-20%	nt	nt	nt	-2%
CCCNC(=O)c1ccc2nc(-c3ccccc3)c(-c3ccccc3)nc2c1	-4	64	4	64	-1%	nt	nt	nt	-1%

Molecules from the list above with a furan ring, fused or not, in the order listed:
SMILES	IL1B NFkB inh	IL1B NFkB inh cell count 2 µM	NFkB transloc pot	NFkB transloc pot cell count 2 µM	Bcl-B displacement	MRP resist rev	MRP resist rev cytotoxicity	MRP resist rev with doxorubicin	PLAP inhibitors HTS
COc1ccc(N(C(=O)c2ccco2)C(C(=O)NC2CCCCC2)c2ccccc2)cc1 (stereo not drawn)	-4	113	4	113	nt	15	86	71	nt
O=C(NCc1ccco1)C1CCN(c2ccc(N3CCOCC3)nn2)CC1	-18	65	18	65	nt	4	84	80	nt
COC(=O)c1ccc(CSc2nc3ccccc3c(=O)n2-c2ccccc2)o1	-18	151	18	151	-6%	-3	70	73	-40%
CCOc1ccc(OCc2ccc(C(=O)NCC3CCCO3)o2)cc1 (stereo not drawn)	-9	132	9	132	-1%	1	92	90	-48%
O=C(NCc1ccco1)c1cccc2ccccc12	6	173	-5	173	5%	3	87	84	6%
CC1=CC(C)(C)Nc2ccc(OC(=O)c3ccco3)cc21	-3	84	3	84	4%	nt	nt	nt	1%
CC(C)OC(=O)c1c(NC(=O)c2ccco2)sc2c1CCCCC2	-18	151	18	151	1%	-7	87	94	-42%
O=C1CC(c2ccco2)=Nc2ccccc2N1	-8	130	8	130	nt	4	97	93	nt
CCC(=O)N(Cc1ccco1)c1nc(-c2cc(OC)ccc2OC)cs1	-18	99	18	99	nt	-6	57	64	nt

Screens from PubChem BioAssay.

Some of the compounds tested (hit frequency here may not be typical).
